CSN deneddyl inh = inhibitors of human CSN-mediated cullin deneddylation; Purified CSN, SCF-Nedd8-OG deneddylation, fluorescence polarization; inhibition, % at 12.5 µM; actives 0.38% (n = 360,000); Q92905;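 active = pattern-corrected inhibition above about 35%, with an unprinted fluorescence ratio check between 0.5 and 1.5, limit read from the data, passing the limit was not always enough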;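 note: 0% = enzyme with substrate and 100% = substrate without enzyme; some results filed as inactive read as strong as hits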
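Detection – fluorescence polarization · System – HEK293T-derived human Csn5 enzyme · Controls – substrate-only high control, full reaction low control · Timing – 90 min, room temperature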
MLLE-PAM2 inh = blocks PAM2 peptide binding to the PABP1 MLLE domain; actives 0.36% (n = 360,000); AID 588489; P11940; GST-MLLE / FITC-PAM2 fluorescence polarization; inhibition, % at 20 µM; in the data active = inhibition above about 35%, passing the limit was not always enough;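 note: plate controls were DMSO wells with GST-MLLE for no effect and wells lacking GST-MLLE protein for full effect; some results filed as inactive read as strong as hits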
Rpn11 inh = inhibitors of human proteasome Rpn11 | O00487 | human 26S proteasome, Ub4-pepOG fluorescence polarization; 20S core pre-blocked with epoxomicin | calls only at 20 µM | actives 0.59% (n = 360,000) | AID 588493;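 active = inhibition at 20 µM, scaled to each plate's controls, above about 33%, limit read from the data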
Tb MetRS inh = Trypanosoma brucei MetRS inhibition; purified T. brucei MetRS, ATP depletion, Kinase-Glo luminescence; inhibition, % at 11.9 µM; actives 0.4% (n = 360,000);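 active = inhibition above a per-plate cutoff of the control wells' mean inhibition plus 3 SD, cut at about 5.5% in these data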;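 note: 0% = DMSO wells median and 100% = median of wells with control inhibitor compound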
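Dosing: 11.9 µM single point; system: parasite MetRS enzyme; technique: luminescence of leftover ATP; times: 15 min enzyme-compound preincubation, 2 h reaction, 10 min detection, 25 °C; replicates: each compound tested once; read-out basis: percent inhibition relative to median high and low control wells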
DNMT1 block = DNMT1 (human) enzyme inhibition | DNMT1 molecular beacon, Hinp1I cleavage, fluorescence | inhibition (reported as % activation of signal), % at 10 µM | actives 0.83% (n = 360,000) | AID 588458; in the data active = inhibition above about 50%
Target sequence (P26358 504-1616 limits assumed): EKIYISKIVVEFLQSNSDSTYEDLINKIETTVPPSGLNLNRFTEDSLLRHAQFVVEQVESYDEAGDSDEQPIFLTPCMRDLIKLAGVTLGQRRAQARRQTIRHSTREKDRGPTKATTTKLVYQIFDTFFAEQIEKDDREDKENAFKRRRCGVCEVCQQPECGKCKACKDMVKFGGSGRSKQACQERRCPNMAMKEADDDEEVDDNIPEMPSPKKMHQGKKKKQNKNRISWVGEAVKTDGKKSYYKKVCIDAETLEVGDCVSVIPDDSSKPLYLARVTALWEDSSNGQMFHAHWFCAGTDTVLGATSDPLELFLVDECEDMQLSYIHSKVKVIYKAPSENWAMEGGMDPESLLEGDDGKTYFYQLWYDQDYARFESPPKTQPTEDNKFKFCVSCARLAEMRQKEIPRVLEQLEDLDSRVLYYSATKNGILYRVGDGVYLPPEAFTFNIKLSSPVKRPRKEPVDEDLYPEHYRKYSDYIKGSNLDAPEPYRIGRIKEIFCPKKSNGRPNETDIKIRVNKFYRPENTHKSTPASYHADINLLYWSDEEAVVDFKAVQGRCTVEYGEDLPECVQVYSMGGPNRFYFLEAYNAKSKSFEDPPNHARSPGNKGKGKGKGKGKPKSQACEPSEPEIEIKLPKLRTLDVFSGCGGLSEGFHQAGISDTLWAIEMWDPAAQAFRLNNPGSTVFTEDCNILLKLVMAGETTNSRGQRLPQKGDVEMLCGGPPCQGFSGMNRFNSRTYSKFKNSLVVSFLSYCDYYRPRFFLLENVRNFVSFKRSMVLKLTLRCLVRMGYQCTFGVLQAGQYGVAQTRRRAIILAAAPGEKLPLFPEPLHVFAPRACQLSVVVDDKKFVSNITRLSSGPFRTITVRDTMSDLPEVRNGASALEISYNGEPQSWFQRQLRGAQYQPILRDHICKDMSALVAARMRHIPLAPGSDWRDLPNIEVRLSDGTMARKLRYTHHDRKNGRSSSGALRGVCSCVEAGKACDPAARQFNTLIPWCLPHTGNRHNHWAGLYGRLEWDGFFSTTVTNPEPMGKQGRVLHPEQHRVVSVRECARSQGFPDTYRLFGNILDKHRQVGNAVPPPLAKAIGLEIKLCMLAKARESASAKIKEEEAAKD
NadD inh = NadD (S. aureus) enzyme inhibition. AID 602399. inhibition, % at 20 µM. actives 0.78% (n = 360,000). purified NadD enzyme, colorimetric absorbance read-out; in the data active = inhibition above about 26%; note: some compounds past the cut are filed as inactive
LMPTP block = LMPTP (human) inhibition. actives 0.22% (n = 360,000). AID 651560. inhibition, % at 20 µM. P24666. recombinant LMPTP-A, OMFP fluorogenic substrate, fluorescence intensity;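 active = compounds that cut the enzyme signal by at least half of the control window in the single-dose screen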;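 note: plate controls were DMSO wells with enzyme plus substrate for no effect and substrate without enzyme for full effect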
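Assay system: LMPTP-A phosphatase enzyme | Input: 0.625 nM enzyme | Also added: Fluorogenic phosphatase substrate OMFP at 400 µM final | Compound dosing: One test concentration per compound, 20 µM, with 3% DMSO overall | Schedule: 50 min enzyme reaction at room temperature, protected from light | Signal: Fluorescence intensity | Benchmarks: no-enzyme and uninhibited controls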
STEP block = STEP (human) phosphatase inhibition; P54829; recombinant STEP, OMFP fluorogenic substrate, fluorescence; inhibition, % at 20 µM; actives 0.25% (n = 360,000); AID 588621;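 active = inhibition at 20 µM, scaled per plate between control wells, above about 37%, limit read from the data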;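 note: 0% = DMSO with enzyme and substrate and 100% = substrate only without enzyme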
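Assay system: isolated STEP enzyme. Buffer or medium: pH 6.0 Bis-Tris with DTT and Tween 20. Also added: fluorogenic phosphatase substrate OMFP at 25 µM final. Dosing: 20 µM, 1% DMSO. Timing: 20 min reaction, room temperature, in the dark. Measured by: fluorescence intensity, excitation 480 nm, emission 540 nm. Evaluation: normalized % inhibition.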
SUMO1-SIM PPI = SUMO1-SIM interaction modulation; SUMO1 binding to a labelled peptide, TR-FRET, 1 h; actives 0.33% (n = 360,000); inhibition, % at 20 µM; P63165; AID 602429; in the data active = inhibition above about 37%
Scp-1 inhibitor = Scp-1 (human) phosphatase inhibition | Q9GZU7 | actives 0.88% (n = 340,000) | Recombinant Scp1, phosphopeptide, malachite green phosphate absorbance | AID 493091 | inhibition, % at 20 µM;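 active = inhibition above about 50% at 20 µM, limit read from the data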;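 note: plate controls were DMSO wells with enzyme for no effect and wells lacking enzyme for full effect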
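assay system = SCP-1 phosphatase catalytic domain, residues 76-261 | buffer or medium = 50 mM Tris acetate pH 5.5, 0.005% Tween-20, 10 mM MgCl2 | incubation = enzyme reaction 45 min at room temperature, colour 5 min, stabilisation 30 min | signal = Phosphate-binding colour reagent, absorbance read at 630 nm | measure = % inhibition at 20 µM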
* marks the source's active call; other numbers are inactive results; i = inactive; nt = no result given; + = active, no number.

1) CCOCCCN(C(=O)Cn1nnc(-c2ccc(C)o2)n1)C(C(=O)NCC1CCCO1)c1ccc(F)cc1 (stereo not drawn)
2) CC(C)(C)NC(=O)CN(C(=O)c1snc(C(=O)NC2CCCCC2)c1N)c1ccc(F)cc1
3) CCOC(=O)C1(CC2CCCCO2)CCN(S(=O)(=O)c2cc(C)cs2)CC1 (stereo not drawn)
4) Nc1nc(-c2ccco2)nn1C(=O)c1ccc(Cl)cc1
5) O=C(CCCCl)Nc1nc(-c2ccc3c(c2)OCCO3)cs1
6) Cc1cc(C)cc(CC(Cc2nc3ccccc3[nH]2)c2nc3ccccc3[nH]2)c1 (stereo not drawn)
7) O=C(C(=O)N1CCCC1CO)N1CCCC1CO (stereo not drawn)
8) Cc1cccc(C)c1NC(=O)CSc1n[nH]c(=O)n1C1CC1

Assay by compound | 1 | 2 | 3 | 4 | 5 | 6 | 7 | 8
CSN deneddyl inh | 1 | 3 | 1 | 3 | 1 | 1 | -2 | 7
MLLE-PAM2 inh | -2 | 6 | -5 | -4 | 3 | 0 | -1 | -8
Rpn11 inh | i | i | i | i | i | i | i | i
Tb MetRS inh | -0.2 | 3.2 | -1.1 | 0.0 | 3.7 | 4.3 | -0.7 | -0.2
DNMT1 block | 1 | -2 | 2 | -6 | -5 | -5 | 1 | 4
NadD inh | -9 | 1 | 0 | 0 | -3 | 2 | 0 | -3
LMPTP block | -2.0 | 0.3 | -0.8 | 0.9 | 1.3 | -0.9 | -1.5 | 0.6
STEP block | -3 | -1 | 0 | -2 | 0 | 4 | -1 | 0
SUMO1-SIM PPI | -9 | 8 | -2 | 5 | 2 | 1 | 0 | 3
Scp-1 inhibitor | -8 | 4 | -4 | 0 | -5 | -15 | -3 | -2

9) CC1CCCC(C)N1C(=O)CSc1nc2ncnc(N)c2[nH]1 (stereo not drawn)
10) C[C@H](CO)N1C[C@H](C)[C@@H](CN(C)Cc2ccc(Oc3ccccc3)cc2)Oc2cc(Br)ccc2S1(=O)=O
11) CCC(C)NC(=O)c1ccc(CSCc2ccc(Cl)cc2)o1 (stereo not drawn)
12) Cc1cccc(S(=O)(=O)N(CC(=O)Nc2ccccc2C)Cc2ccco2)c1
13) Cc1c(CCC(=O)O)c(=O)oc2cc3occ(-c4ccccc4)c3cc12
14) Cc1ccc[n+](CC(=O)Nc2ccc([N+](=O)[O-])cc2Cl)c1
15) FC(F)(F)c1ccccc1NC(=S)N1CCN(c2ncccn2)CC1
16) COc1cc(NC(=O)CCS(=O)(=O)c2ccc3c(c2)n(C)c(=O)c(=O)n3C)cc(OC)c1

Assay by compound | 9 | 10 | 11 | 12 | 13 | 14 | 15 | 16
CSN deneddyl inh | 5 | -4 | 1 | 6 | 2 | 5 | 0 | -3
MLLE-PAM2 inh | -41 | 15 | 1 | -8 | 3 | 12 | -4 | -10
Rpn11 inh | i | i | i | i | i | i | i | i
Tb MetRS inh | 1.4 | -1.3 | 0.2 | -1.8 | 0.1 | 0.4 | -0.1 | -1.5
DNMT1 block | -1 | -15 | -3 | -3 | 1 | 7 | -10 | 0
NadD inh | 0 | 0 | -9 | 2 | -2 | -2 | 1 | 5
LMPTP block | 11 | 1.0 | 1.9 | 0.8 | 2.2 | -1.5 | -1.1 | -0.5
STEP block | 2 | 0 | 2 | 3 | 2 | 2 | 2 | 2
SUMO1-SIM PPI | 3 | 1 | 3 | -1 | 21 | -15 | -2 | 5
Scp-1 inhibitor | -1 | nt | -9 | -11 | -18 | -7 | -13 | 3

17) O=C(c1ccnc(Cl)c1)N1CCCC(Nc2ccc(F)cc2)C1 (stereo not drawn)
18) CC(c1c(O)c2ccccc2[nH]c1=O)C1(C)CCC(O)C(C)(C)O1 (stereo not drawn)
19) COc1ccccc1Cc1c(-c2cccc(Cl)c2)nc2ccc(Br)cn12
20) CCOc1cc(C2C(C#N)=C(N)SC(N)=C2C#N)ccc1OCCN1CCOCC1
21) Cc1nc(C)c(-c2csc(Nc3ccc(C(=O)O)c(O)c3)n2)s1
22) COc1cc(CNCc2cccnc2)ccc1OCC(=O)NC(C)(C)C
23) Cc1cc(NC(=O)c2ccccc2Cl)ccc1NC(=O)c1ccccc1Cl
24) COc1ccccc1NS(=O)(=O)c1ccc(NN=C2CCCCC2)c([N+](=O)[O-])c1

Assay by compound | 17 | 18 | 19 | 20 | 21 | 22 | 23 | 24
CSN deneddyl inh | -4 | -2 | 15 | 6 | -3 | -1 | 0 | -2
MLLE-PAM2 inh | 0 | 1 | -42 | -19 | 20 | 4 | 0 | -3
Rpn11 inh | i | i | + | i | i | i | i | i
Tb MetRS inh | -0.3 | -0.6 | -0.9 | -0.9 | -0.8 | -1.6 | -1.4 | -0.5
DNMT1 block | 0 | 2 | 14 | 1 | -1 | 2 | 0 | -11
NadD inh | 6 | -2 | 2 | 4 | -2 | -2 | -4 | -1
LMPTP block | -0.5 | 0.2 | 0.9 | 8.9 | 0.9 | -4.7 | -0.9 | 2.3
STEP block | 0 | -2 | -1 | 1 | 1 | 1 | 0 | 92*
SUMO1-SIM PPI | -5 | 3 | -5 | -13 | 7 | 1 | 2 | -21
Scp-1 inhibitor | -2 | -4 | nt | 5 | 11 | 1 | -11 | -6

25) CC(C)c1cccc(C(C)C)c1NC(=O)CN1CCCC1
26) CCn1cc(CNC(=O)c2ccc(C)s2)cn1
27) CCCCc1cc(=O)oc2cc(C)cc(OCC(=O)Nc3ccccn3)c12
28) COc1ccc(C(=O)N2CCOC2CNC(=O)C(=O)NCc2ccc(C)cc2)cc1 (stereo not drawn)
29) Cc1cc2cc(CNC(=O)Cc3ccc([N+](=O)[O-])cc3)ccc2[nH]1
30) N#Cc1cnn2c(-c3cccc(C(F)(F)F)c3)ccnc12
31) CCOc1cc2[nH]c(=O)n(CCCC(=O)NCc3ccc(OC)cc3)c(=O)c2cc1OCC
32) CCc1noc(C)c1C(=O)OCC(=O)NC(=O)c1ccccc1OC

Assay by compound | 25 | 26 | 27 | 28 | 29 | 30 | 31 | 32
CSN deneddyl inh | 0 | -5 | -2 | 1 | 4 | 1 | -5 | -1
MLLE-PAM2 inh | -1 | -8 | 2 | -5 | 9 | -6 | -6 | -7
Rpn11 inh | i | i | i | i | i | i | i | i
Tb MetRS inh | 0.1 | -1.2 | -1.4 | -0.2 | -0.4 | -0.5 | 0.0 | -0.4
DNMT1 block | 4 | -1 | 7 | 7 | -5 | -1 | -3 | 1
NadD inh | -6 | -3 | -4 | 4 | 15 | -13 | -2 | -11
LMPTP block | -1.2 | 3.1 | -2.2 | -0.6 | 0.3 | -1.4 | 0.6 | -1.9
STEP block | -3 | 1 | -4 | 1 | -3 | 1 | 2 | 0
SUMO1-SIM PPI | 3 | -2 | -6 | 4 | -18 | 2 | 4 | 7
Scp-1 inhibitor | -5 | 7 | -3 | nt | -19 | -62 | -9 | -9

33) CCc1ccc(NC(=O)Cn2nc(C(=O)O)c3ccccc3c2=O)cc1
34) COc1ccc(S(=O)(=O)N2CCOC2CNC(=O)C(=O)NCCc2ccccc2)cc1C (stereo not drawn)
35) O=C(c1cccs1)c1c[nH]cc1-c1ccccc1
36) O=C(Cn1cc(C(=O)c2ccco2)c2ccccc21)NC1CCCCC1
37) COc1ccc(C(=O)Oc2ccc3ccc(=O)oc3c2)cc1OC
38) O=C(O)c1cc(=O)n(Cc2ccccc2)c(=O)[nH]1
39) O=C(CN(C(=O)CNS(=O)(=O)c1ccccc1)c1ccc2c(c1)OCCO2)NCc1ccco1
40) COc1cc(OC)cc(-c2c(Sc3ccccc3)c3cc(-c4ccc(SC)cc4)ccc3n2C)c1

Assay by compound | 33 | 34 | 35 | 36 | 37 | 38 | 39 | 40
CSN deneddyl inh | -5 | 5 | 3 | -2 | 6 | 3 | -4 | 0
MLLE-PAM2 inh | -22 | -16 | 7 | -3 | 0 | 1 | -1 | nt
Rpn11 inh | i | i | i | i | i | i | i | nt
Tb MetRS inh | 0.1 | -0.3 | 0.5 | 0.6 | -1.1 | -0.9 | 0.0 | 0.1
DNMT1 block | 5 | 39 | -1 | 0 | 4 | 2 | 0 | nt
NadD inh | 0 | -6 | 0 | -5 | -1 | -9 | -3 | 21
LMPTP block | -1.2 | -0.6 | 1.3 | 0.2 | 0.3 | -2.4 | -1.6 | 0.1
STEP block | 0 | -2 | -1 | 5 | 4 | 0 | 1 | nt
SUMO1-SIM PPI | 0 | -1 | -4 | 16 | 8 | 2 | -1 | -42
Scp-1 inhibitor | 8 | -4 | -10 | -5 | 2 | -15 | -5 | nt

41) CC1Cc2ccccc2N1C(=O)COC(=O)Cc1ccc(F)cc1 (stereo not drawn)
42) COc1ccc(C(=O)N2CCCC(c3ccccc3)=N2)cc1
43) Cn1c(S(=O)(=O)O)nc2ccccc21
44) C(=N\Nc1ccccn1)/c1c[nH]c2ccccc12
45) Cc1ccc(-c2cc(C(=O)Nc3ccccc3C(N)=O)c3ccccc3n2)o1
46) COc1cccc(NC(=O)C(OC(=O)/C=C/c2ccc3c(c2)OCO3)c2ccccc2)c1 (stereo not drawn)
47) CC(=O)/C(=N/Nc1ccc(C)cc1)Sc1nnc(CCc2ccccc2)n1-c1ccccc1
48) NC(=O)c1ccccc1NC(=O)CCCc1ccccc1

Assay by compound | 41 | 42 | 43 | 44 | 45 | 46 | 47 | 48
CSN deneddyl inh | 0 | -6 | 4 | -3 | 7 | 2 | 2 | -2
MLLE-PAM2 inh | -8 | 9 | -1 | -1 | 17 | -20 | -32 | -8
Rpn11 inh | i | i | i | i | i | i | i | i
Tb MetRS inh | -0.3 | -1.3 | 2.2 | 1.5 | -1.5 | -1.2 | -0.8 | -0.8
DNMT1 block | 3 | 2 | 0 | -2 | 9 | -11 | 2 | 5
NadD inh | -6 | -3 | -1 | -3 | 4 | 10 | 7 | -12
LMPTP block | -0.3 | 3.8 | -1.8 | 3.6 | 1.9 | 3.7 | 2.7 | -1.1
STEP block | 0 | 1 | 6 | -2 | 4 | 2 | 2 | 2
SUMO1-SIM PPI | 0 | 1 | -1 | -5 | -12 | -5 | -10 | -1
Scp-1 inhibitor | -7 | -9 | -1 | -4 | 18 | -2 | 14 | -3

Grouped by structure, those above with a CF3 group.
15) FC(F)(F)c1ccccc1NC(=S)N1CCN(c2ncccn2)CC1
30) N#Cc1cnn2c(-c3cccc(C(F)(F)F)c3)ccnc12

Assay by compound | 15 | 30
CSN deneddyl inh | 0 | 1
MLLE-PAM2 inh | -4 | -6
Rpn11 inh | i | i
Tb MetRS inh | -0.1 | -0.5
DNMT1 block | -10 | -1
NadD inh | 1 | -13
LMPTP block | -1.1 | -1.4
STEP block | 2 | 1
SUMO1-SIM PPI | -2 | 2
Scp-1 inhibitor | -13 | -62
